High-throughput results (PubChem BioAssay)
TDP1 cell CPT – DT40-hTDP1 cell growth loss with CPT; chicken DT40 Tdp1-/-;hTDP1 cells + 20 nM CPT, ATP luminescence, 48 h; Potency, µM (highest dose often 46.2 µM), inactives show top-dose activity change, negative = growth inhibition, usual class: inhibitors; actives 12% (n = 420,000); AID 686979; also: nearly all actives have a fitted effect of over 55% in size
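Cell growth measured by CellTiter-Glo luminescence after a minimum 48 h, 37 C compound exposure with 20 nM CPT in Tdp1-knockout DT40 cells stably expressing hTDP1, seeded 400/well; qHTS titration format.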
KAT2A inh – blocks human GCN5L2 histone acetyltransferase; Q92830; Potency, µM (doses to about 58.9 µM), for the others: at the highest dose activity change, negative = inhibition, actives largely listed as inhibitors; GCN5L2 HAT assay, ThioGlo1 CoA-SH fluorescence; actives 0.21% (n = 390,000)
Target sequence (Q92830 whole entry, looked up): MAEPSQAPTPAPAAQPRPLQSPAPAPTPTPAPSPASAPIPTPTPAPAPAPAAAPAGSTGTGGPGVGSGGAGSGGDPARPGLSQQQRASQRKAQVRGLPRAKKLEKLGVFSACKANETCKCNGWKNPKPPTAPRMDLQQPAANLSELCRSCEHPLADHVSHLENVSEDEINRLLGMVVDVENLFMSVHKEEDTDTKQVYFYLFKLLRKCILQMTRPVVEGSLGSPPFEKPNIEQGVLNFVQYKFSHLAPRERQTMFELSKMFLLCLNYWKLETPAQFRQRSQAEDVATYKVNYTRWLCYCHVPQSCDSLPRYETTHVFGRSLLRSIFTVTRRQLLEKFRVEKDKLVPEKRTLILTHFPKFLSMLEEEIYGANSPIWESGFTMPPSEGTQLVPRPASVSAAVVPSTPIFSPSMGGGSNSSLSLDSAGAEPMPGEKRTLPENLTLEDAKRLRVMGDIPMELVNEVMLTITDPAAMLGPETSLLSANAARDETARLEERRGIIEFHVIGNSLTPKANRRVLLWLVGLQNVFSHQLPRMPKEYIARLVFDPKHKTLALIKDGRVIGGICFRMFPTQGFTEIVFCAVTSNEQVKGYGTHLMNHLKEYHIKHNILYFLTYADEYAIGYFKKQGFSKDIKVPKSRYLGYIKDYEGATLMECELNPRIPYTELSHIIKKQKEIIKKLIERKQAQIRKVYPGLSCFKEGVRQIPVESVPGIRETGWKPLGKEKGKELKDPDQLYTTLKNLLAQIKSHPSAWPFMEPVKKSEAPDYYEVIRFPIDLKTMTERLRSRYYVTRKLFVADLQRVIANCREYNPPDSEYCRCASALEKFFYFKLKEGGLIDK
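GCN5L2 (20nM final) in 50mM HEPES, 0.1mM EDTA pH 7.5, 0.01% Tween-20 was preincubated 15 min at room temperature with compound, then given ThioGlo1 (50uM), H3(1-25) peptide (75uM) and acetyl-CoA (70uM); CoA-thiol fluorescence (Ex340/Em540) was read at 0 and 20 min.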
TDP1 cell noCPT – qHTS for Inhibitors of human tyrosyl-DNA phosphodiesterase 1 (TDP1): qHTS in cells in absence of CPT. Potency, µM (series often up to 46.2 µM), inactives show at the top dose activity change, negative = growth inhibition, hits mostly inhibitors. DT40 Tdp1-/- hTDP1 cells, no CPT, ATP luminescence, 48 h. actives 15% (n = 420,000); also: nearly all actives have a fitted effect of over 55% in size
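DT40 Tdp1-/-;hTDP1 cells, no CPT (DMSO vehicle only), 400 cells/well; compounds pin-transferred; ≥48 hr, 37 °C; CellTiter-Glo 30 min RT dark, luminescence read.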
Active calls of the source: *; & = joins results of further samples; [ ] = another dose, or the depositor's remark. Calls follow the shape of the dose curve; as a rule, active = well fitted curve in the direction sought with a large enough effect; inconclusive = small, poorly fitted or top-dose-only effect, or another doubt; inactive = no such curve, though single readings can be large; an effect the other way counts as inactive or inconclusive. % is scaled to controls: 0 for no effect and ±100 for the full control effect; potency is read from the fitted curve at half-maximal effect.

Results for N#CC1(N2CCN(C(=O)c3ccccc3)CC2)CCCCC1 ?
TDP1 cell CPT: 4%; KAT2A inh: 2%; TDP1 cell noCPT: 7%

How did COc1cc(C(=O)Oc2c(OC)cc(C(=S)N3CCOCC3)cc2OC)cc(OC)c1OC do in these assays?
TDP1 cell CPT: -2%; KAT2A inh: -3%; TDP1 cell noCPT: 0%

Results for CN(C(=O)COC(=O)c1cccc(S(=O)(=O)N(C)c2ccccc2)c1)C1CCCCC1 ?
TDP1 cell CPT: -29%; KAT2A inh: -3%; TDP1 cell noCPT: -12%

What do the screens show for `O=C(OCC1OC(Oc2ccc(O)cc2)C(O)C(O)C1O)c1ccccc1` (centres undefined)?
TDP1 cell CPT: -20%; KAT2A inh: 0%; TDP1 cell noCPT: -2%

What do the screens show for `Cn1c(=O)c2c(nc(N/N=C/c3ccncc3)n2Cc2ccccc2)n(C)c1=O`?
TDP1 cell CPT: inconclusive; KAT2A inh: -3%; TDP1 cell noCPT: inconclusive

How did CCOc1ccc(CNC(=O)c2cc3c(=O)n(Cc4cccs4)ccc3nc2C)cc1 do in these assays?
TDP1 cell CPT: 9.2µM*; KAT2A inh: 11%; TDP1 cell noCPT: inconclusive

What do the screens show for `CN(C)c1ncc(S(=O)(=O)c2ccccc2)c(N)n1`?
TDP1 cell CPT: 21%; KAT2A inh: 0%; TDP1 cell noCPT: -1%

Results for CSCCC(NC(=O)c1ccccc1Br)C(=O)NC(C)CCc1ccccc1 (centres undefined) ?
TDP1 cell CPT: -16%; KAT2A inh: -1%; TDP1 cell noCPT: inconclusive

How did Cc1ccc(C(=O)N2CCN(S(=O)(=O)c3sc(C(=O)O)c(C)c3C(=O)O)CC2)s1 do in these assays?
TDP1 cell CPT: -11%; KAT2A inh: -3%; TDP1 cell noCPT: 27%

How did COc1ccc(N(C)C(=O)c2cc3c(s2)-c2ccc(Cl)cc2S(=O)(=O)C3)c(OC)c1 do in these assays?
TDP1 cell CPT: 18µM*; KAT2A inh: -3%; TDP1 cell noCPT: inconclusive

How did COc1ccccc1N1CCN(/N=C/c2ccc(O)c(O)c2)CC1 do in these assays?
TDP1 cell CPT: 18µM*; KAT2A inh: 0%; TDP1 cell noCPT: 9.2µM*

How did Cc1c(OCC(=O)NCC(O)c2ccccc2)ccc2c(-c3ccccc3)cc(=O)oc12 (centres undefined) do in these assays?
TDP1 cell CPT: inconclusive; KAT2A inh: -6%; TDP1 cell noCPT: inconclusive

Results for Cc1nnc(N)s1 ?
TDP1 cell CPT: -11%; KAT2A inh: 0%; TDP1 cell noCPT: 2%

Results for O=C(CCCn1c(=O)[nH]c2ccccc2c1=O)N1CCN(c2ccccn2)CC1 ?
TDP1 cell CPT: -13%; KAT2A inh: 0%; TDP1 cell noCPT: -16%

Results for O=C(N/C(=C/c1ccc(Br)cc1)C(=O)N1CCCC1)c1ccccc1F ?
TDP1 cell CPT: -23%; KAT2A inh: -5%; TDP1 cell noCPT: -29%

Arranged by length of the SMILES (rising): part of the list above.
Results for Cc1nnc(N)s1 ?
TDP1 cell CPT: -11%; KAT2A inh: 0%; TDP1 cell noCPT: 2%

Results for N#CC1(N2CCN(C(=O)c3ccccc3)CC2)CCCCC1 ?
TDP1 cell CPT: 4%; KAT2A inh: 2%; TDP1 cell noCPT: 7%

How did COc1ccccc1N1CCN(/N=C/c2ccc(O)c(O)c2)CC1 do in these assays?
TDP1 cell CPT: 18µM*; KAT2A inh: 0%; TDP1 cell noCPT: 9.2µM*

Results for CSCCC(NC(=O)c1ccccc1Br)C(=O)NC(C)CCc1ccccc1 (centres undefined) ?
TDP1 cell CPT: -16%; KAT2A inh: -1%; TDP1 cell noCPT: inconclusive

What do the screens show for `O=C(OCC1OC(Oc2ccc(O)cc2)C(O)C(O)C1O)c1ccccc1` (centres undefined)?
TDP1 cell CPT: -20%; KAT2A inh: 0%; TDP1 cell noCPT: -2%

Results for CN(C(=O)COC(=O)c1cccc(S(=O)(=O)N(C)c2ccccc2)c1)C1CCCCC1 ?
TDP1 cell CPT: -29%; KAT2A inh: -3%; TDP1 cell noCPT: -12%

How did COc1ccc(N(C)C(=O)c2cc3c(s2)-c2ccc(Cl)cc2S(=O)(=O)C3)c(OC)c1 do in these assays?
TDP1 cell CPT: 18µM*; KAT2A inh: -3%; TDP1 cell noCPT: inconclusive

Additional compounds follow:
Results for O=C(O)C1=NOC(CNc2ncc(C(F)(F)F)cc2Cl)C1 (centres undefined) ?
TDP1 cell CPT: 25%; KAT2A inh: -5%; TDP1 cell noCPT: -1%

Results for Cc1ccnc(N/C=C/C(=O)c2ccc(Br)cc2)c1 ?
TDP1 cell CPT: 11%; KAT2A inh: -5%; TDP1 cell noCPT: -3%

Results for Cc1ccc2c(c1)N(C(=O)CCC(=O)NCC(C)c1ccccc1)CC(C)O2 (centres undefined) ?
TDP1 cell CPT: inconclusive; KAT2A inh: inconclusive; TDP1 cell noCPT: inconclusive

What do the screens show for `CCOC(=O)c1ccc(N2C(=O)c3n[nH]c(-c4ccco4)c3C2c2ccccc2OC)cc1` (centres undefined)?
TDP1 cell CPT: 18µM*; KAT2A inh: -21%; TDP1 cell noCPT: 6.5µM*

How did CNCc1ccccc1Sc1ccc(OC)cc1 do in these assays?
TDP1 cell CPT: inconclusive; KAT2A inh: inconclusive; TDP1 cell noCPT: inconclusive

Results for COc1ccc(-c2ccc(CCC(=O)O)n2-c2ccc(O)cc2)cc1 ?
TDP1 cell CPT: -14%; KAT2A inh: -5%; TDP1 cell noCPT: -9%

Results for COc1ccccc1CN1CCC2(CCNCC2)CC1 ?
TDP1 cell CPT: inconclusive; KAT2A inh: -1%; TDP1 cell noCPT: inconclusive

What do the screens show for `Cc1ccc(SCCN2CCN(C)CCC2=O)cc1`?
TDP1 cell CPT: 8%; KAT2A inh: -5%; TDP1 cell noCPT: -9%

Results for CC(=O)c1c(C)[nH]c(C(=O)CN2C(=O)NC(C)(c3ccc4c(c3)OCO4)C2=O)c1C (centres undefined) ?
TDP1 cell CPT: -29%; KAT2A inh: -24%; TDP1 cell noCPT: inconclusive

What do the screens show for `COc1cc(NC(=O)c2ccc(OCc3c(C)noc3C)c(OC)c2)cc(OC)c1`?
TDP1 cell CPT: inconclusive; KAT2A inh: -10%; TDP1 cell noCPT: 13µM*

How did CCn1cc(CN2CCC(n3nccc3NC(=O)c3ccc4c(c3)OCO4)CC2)c(C)n1 do in these assays?
TDP1 cell CPT: -10%; KAT2A inh: -1%; TDP1 cell noCPT: -8%

How did CC(C)CC(CCc1ccccc1)OS(N)(=O)=O (centres undefined) do in these assays?
TDP1 cell CPT: -11%; KAT2A inh: -3%; TDP1 cell noCPT: -2%

What do the screens show for `COc1ccc(-n2c(-c3cnccn3)n[nH]c2=S)cc1`?
TDP1 cell CPT: -10%; KAT2A inh: 4%; TDP1 cell noCPT: -4%

What do the screens show for `Cc1ccc(NCc2nc3ccccc3n2CCOc2ccccc2)cc1`?
TDP1 cell CPT: inconclusive; KAT2A inh: -6%&-16%; TDP1 cell noCPT: 18µM*

Results for CN(C)c1ccc(-n2cccc2/C=C/[N+](=O)[O-])cc1 ?
TDP1 cell CPT: 16µM*; KAT2A inh: -19%; TDP1 cell noCPT: 4.1µM*

Brought forward from above: two compounds, then new ones.
What do the screens show for `Cc1ccc(NCc2nc3ccccc3n2CCOc2ccccc2)cc1`?
TDP1 cell CPT: inconclusive; KAT2A inh: -6%&-16%; TDP1 cell noCPT: 18µM*

Results for CN(C)c1ccc(-n2cccc2/C=C/[N+](=O)[O-])cc1 ?
TDP1 cell CPT: 16µM*; KAT2A inh: -19%; TDP1 cell noCPT: 4.1µM*

Results for C=CCn1c(SCC(=O)NC(N)=O)nnc1-c1cc2c(s1)CCC(CC)C2 (centres undefined) ?
TDP1 cell CPT: -17%; KAT2A inh: -3%; TDP1 cell noCPT: inconclusive

How did Cc1ccc(C(=O)C(C)OC(=O)C2CCN(c3ccc(C(F)(F)F)cn3)CC2)cc1 (centres undefined) do in these assays?
TDP1 cell CPT: inconclusive; KAT2A inh: -9%; TDP1 cell noCPT: inconclusive

How did O=C(O)c1cccc(/C=C2/C[C@@H]3[C@@H](/C=C/[C@@H](O)C4CCCCC4)[C@H](O)C[C@@H]3O2)c1 do in these assays?
TDP1 cell CPT: -3%; KAT2A inh: -15%; TDP1 cell noCPT: -9%

How did COc1ccc(NS(=O)(=O)c2ccc(NC(=O)c3ccccc3Br)cc2)nn1 do in these assays?
TDP1 cell CPT: inconclusive; KAT2A inh: -12%; TDP1 cell noCPT: -13%

Results for S=c1[nH]nc(COc2ccccc2)n1/N=C/c1ccccc1Br ?
TDP1 cell CPT: 6%; KAT2A inh: -5%; TDP1 cell noCPT: -11%

What do the screens show for `CCN1C=C(C(=O)c2ccccc2)C(=O)CC1`?
TDP1 cell CPT: -36%; TDP1 cell noCPT: 4%

Results for Cc1nc(-c2ccc(C(=O)Nc3ccc(F)cc3)cc2)cs1 ?
TDP1 cell CPT: 14%; KAT2A inh: 18%; TDP1 cell noCPT: 5%

What do the screens show for `CCc1cc(=O)oc2c(CNCc3ccccc3F)c(O)c(Cl)cc12`?
TDP1 cell CPT: inconclusive; KAT2A inh: -14%; TDP1 cell noCPT: inconclusive

What do the screens show for `CCCCN(CC)CCNC(=S)Nc1ccc2nc(N3CCN(C)CC3)cc(C)c2c1`?
TDP1 cell CPT: inconclusive; KAT2A inh: -5%; TDP1 cell noCPT: 18µM*

Results for c1cncc(CNc2cc(-c3ccoc3)ncn2)c1 ?
TDP1 cell CPT: -15%; KAT2A inh: -7%; TDP1 cell noCPT: 2%

What do the screens show for `CCOC(=O)c1ccc(NC(=O)CC2C(=O)N(c3ccc(F)cc3)C(=O)N2Cc2ccc(C)cc2)cc1` (centres undefined)?
TDP1 cell CPT: 16µM*; KAT2A inh: -7%; TDP1 cell noCPT: inconclusive

Results for O=C1[C@@H]2C(Cc3ccc(O)cc3)NC3(C(=O)Nc4ccc(F)cc43)[C@@H]2C(=O)N1c1ccccc1 (some centres undefined) ?
TDP1 cell CPT: -15%; KAT2A inh: -1%; TDP1 cell noCPT: -22%

What do the screens show for `CCOCCCn1c(=S)[nH]c2cc(C(=O)NCc3ccc(F)cc3)ccc2c1=O`?
TDP1 cell CPT: -9%; KAT2A inh: -7%; TDP1 cell noCPT: 18%

What do the screens show for `CCC(C)N(C(=O)COC(=O)c1cc([N+](=O)[O-])ccc1N)C1CCS(=O)(=O)C1` (centres undefined)?
TDP1 cell CPT: 6%; KAT2A inh: -1%; TDP1 cell noCPT: 6%

What do the screens show for `COC(=O)c1ccccc1NC(=O)CCC(=O)N1CCOc2ccccc21`?
TDP1 cell CPT: -20%; KAT2A inh: -6%; TDP1 cell noCPT: -29%

How did O=C(c1ccco1)N1CCC2(CCCN(c3ccccc3)C2)CC1 do in these assays?
TDP1 cell CPT: -5%; KAT2A inh: 10%; TDP1 cell noCPT: inconclusive

How did Cc1ccc(C(C)C)c(OCC(=O)Nc2cccc(-c3nc4ncccc4o3)c2)c1 do in these assays?
TDP1 cell CPT: 21µM*; KAT2A inh: -13%; TDP1 cell noCPT: 21µM*

Results for COc1ccc(CN(C(=O)c2ccco2)c2ccccc2)cc1 ?
TDP1 cell CPT: inconclusive; KAT2A inh: 3%; TDP1 cell noCPT: inconclusive

Results for O=C(Cc1ccc2c(c1)OCO2)N1CCOc2ccc(CN3CCOCC3)cc2C1 ?
TDP1 cell CPT: 2%[9.04 µM]; TDP1 cell noCPT: -17%

What do the screens show for `C/C(=N\NC(=O)C(c1ccccc1)c1ccccc1)c1ccc(O)cc1`?
TDP1 cell CPT: inconclusive; KAT2A inh: -6%; TDP1 cell noCPT: inconclusive

Results for Cc1cc2c(c(-c3cnccn3)c1)OC(CNC(=O)C1CCCN(C)C1)C2 (centres undefined) ?
TDP1 cell CPT: 29%[9.04 µM]; TDP1 cell noCPT: -20%

Results for CCOC(=O)c1[nH]c2ccc(OC)cc2c1NC(=O)NC(C)C ?
TDP1 cell CPT: -1%; KAT2A inh: -3%; TDP1 cell noCPT: -5%

What do the screens show for `Cc1nnc(SCc2ccccc2)n1N`?
TDP1 cell CPT: 5%; KAT2A inh: 2%; TDP1 cell noCPT: 3%

How did COc1ccc(S(=O)(=O)N2CCC(C(=O)Nc3ccc(OC)c(OC)c3)CC2)cc1C do in these assays?
TDP1 cell CPT: -14%; TDP1 cell noCPT: -18%

What do the screens show for `O=C(Nc1ccc(Cc2ccncc2)cc1)c1cccs1`?
TDP1 cell CPT: inconclusive; KAT2A inh: -3%; TDP1 cell noCPT: 1%

Rows were taken by chance. About 18% of those tested had a hit in this group.
